Source: PubChem BioAssay (The Scripps Research Institute Molecular Screening Center)
PREPL inh: PREPL enzyme inhibitors, primary screen, biochemical, fluorescence polarization | recombinant PREPL, fluorescence polarization activity-based probe | 0.68% of 320,000 active | inhibition, % at 5.96 µM | AID 2751, 2010; in the data active = inhibition above about 43%;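 note: 0% = enzyme with DMSO and 100% = wells lacking enzyme; many of its hits are not listed in these tables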
LYPLA1 counter: LYPLA1 inhibitors, primary screen, counter-screen for PME1 inhibitor project, biochemical, fluorescence polarization, FP-Rh probe ABPP; inhibition, % at 5.9 µM; AID 2174, 2009; recombinant LYPLA1; 0.16% of 320,000 active;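 active = inhibition above the mean of all tested compounds plus 3 SD, set per campaign, cut at about 14% in these data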;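 note: inhibitors block serine hydrolase probe labeling of LYPLA1 so polarization falls; 0% = enzyme with DMSO and 100% = wells lacking LYPLA1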
Target sequence (O75608 whole entry, looked up): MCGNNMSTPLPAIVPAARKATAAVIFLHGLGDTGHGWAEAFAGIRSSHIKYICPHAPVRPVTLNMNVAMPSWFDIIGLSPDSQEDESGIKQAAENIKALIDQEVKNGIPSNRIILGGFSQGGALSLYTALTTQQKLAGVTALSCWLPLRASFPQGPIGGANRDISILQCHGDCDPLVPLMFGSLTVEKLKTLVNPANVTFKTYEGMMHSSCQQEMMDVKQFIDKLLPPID
ZTA DNA inh: blocks Epstein-Barr virus ZTA, an EBNA-1 counter-screen; ZTA-DNA binding, fluorescence polarization; inhibition, % at 11 µM; P03206; 0.15% of 320,000 active; in the data active = inhibition above about 33%
LYPLA2 inh: LYPLA2 inhibitors, primary screen, counter-screen for PME1 inhibitor project, biochemical, fluorescence polarization, FP-Rh probe ABPP | recombinant LYPLA2 | inhibition, % at 5.9 µM | AID 2177, 2009 | 0.38% of 320,000 active | Acyl-protein thioesterase 2 (Homo sapiens), O95372;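 active = inhibition above the screen-wide mean plus 3 SD, limit set per campaign, cut at about 26% in these data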;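 note: 0% = LYPLA2 with DMSO and 100% = wells lacking LYPLA2 enzyme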
PAFAH2 FP inh: PAFAH2 enzyme inhibitors, primary screen, biochemical, fluorescence polarization, human; recombinant PAFAH2, FP-rhodamine activity probe; Platelet-activating factor acetylhydrolase 2, cytoplasmic (Homo sapiens), Q99487; 0.99% of 340,000 active; inhibition, % at 3.39 µM; AID 492956, 2010;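 active = inhibition above the mean over all tested compounds plus 3 SD, cut at about 30% in these data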;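 note: inhibitors block probe labeling of enzyme so polarization drops; 0% = enzyme with DMSO and 100% = wells lacking PAFAH2 protein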
PAFAH1B3 inh: PAFAH1B3 enzyme inhibitors, primary screen, biochemical, fluorescence polarization, human; Platelet-activating factor acetylhydrolase IB subunit alpha1 (Homo sapiens), Q15102; recombinant PAFAH1B3, FP-rhodamine probe; inhibition, % at 3.39 µM; 0.28% of 340,000 active; AID 492972, 2010;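 active = inhibition above the screen-wide average of all tested compounds plus 3 SD, cut at about 25% in these data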;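 note: 0% = enzyme with DMSO only and 100% = wells lacking PAFAH1B3 protein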
Target sequence (Q15102 whole entry, looked up): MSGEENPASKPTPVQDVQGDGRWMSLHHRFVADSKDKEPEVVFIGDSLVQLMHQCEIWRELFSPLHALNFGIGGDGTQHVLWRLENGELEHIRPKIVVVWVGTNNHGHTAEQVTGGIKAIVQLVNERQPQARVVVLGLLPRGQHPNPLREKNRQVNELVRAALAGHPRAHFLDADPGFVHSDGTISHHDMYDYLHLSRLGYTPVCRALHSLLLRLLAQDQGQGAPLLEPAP
EBNA-1 inhibitor: EBNA-1 DNA-binding inhibitors, primary screen, biochemical, fluorescence polarization; inhibition, % at 14.8 µM; 0.34% of 300,000 active; in the data active = inhibition above about 28%
pPAFAH inh: pPAFAH enzyme inhibitors, primary screen, biochemical, fluorescence polarization, human. recombinant pPAFAH, FP-rhodamine probe fluorescence polarization. inhibition, % at 3.39 µM. 1.5% of 330,000 active. AID 463082, 2010;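 active = inhibition above the mean inhibition across the screen plus 3 SD, cut at about 25% in these data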;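 note: inhibitors block binding of the rhodamine activity-based probe so polarization drops; 0% = enzyme with DMSO and 100% = wells lacking pPAFAH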
Target sequence (Q13093 whole entry, looked up): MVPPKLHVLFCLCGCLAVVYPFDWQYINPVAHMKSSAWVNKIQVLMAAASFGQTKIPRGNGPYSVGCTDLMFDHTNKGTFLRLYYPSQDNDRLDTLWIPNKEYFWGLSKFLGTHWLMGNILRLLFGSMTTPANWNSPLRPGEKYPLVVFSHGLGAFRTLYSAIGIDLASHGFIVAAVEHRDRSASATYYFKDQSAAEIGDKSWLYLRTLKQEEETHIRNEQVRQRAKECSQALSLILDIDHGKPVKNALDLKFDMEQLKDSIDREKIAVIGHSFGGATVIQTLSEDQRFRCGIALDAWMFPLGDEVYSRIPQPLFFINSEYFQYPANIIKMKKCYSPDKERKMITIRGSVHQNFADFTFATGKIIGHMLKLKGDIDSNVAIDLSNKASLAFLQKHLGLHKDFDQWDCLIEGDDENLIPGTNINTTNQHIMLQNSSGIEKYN
PAFAH1B2 FP inh: PAFAH1B2 enzyme inhibitors, primary screen, biochemical, fluorescence polarization, human; Platelet-activating factor acetylhydrolase IB subunit alpha2 (Homo sapiens), P68402; recombinant PAFAH1B2, FP-rhodamine activity probe; inhibition, % at 3.39 µM; 1.2% of 340,000 active;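 active = inhibition above the mean of all tested compounds plus 3 SD, cut at about 24% in these data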;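 note: 0% = enzyme with DMSO and 100% = wells lacking PAFAH1B2; many of its hits are not listed in these tables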
Starred values were filed as active, the others as inactive; / = no result given.

SMILES | PREPL inh | LYPLA1 counter | ZTA DNA inh | LYPLA2 inh | PAFAH2 FP inh | PAFAH1B3 inh | EBNA-1 inhibitor | pPAFAH inh | PAFAH1B2 FP inh
O=S(=O)(/N=C(/NS(=O)(=O)c1ccccc1)c1ccccc1)c1ccccc1 | 2 | 0 | -23 | 5 | 1 | 4 | 0 | 1 | 28*
COc1ccc(NC(=O)CN2C(=O)NC(C)(c3ccc(C)cc3)C2=O)c([N+](=O)[O-])c1 (configuration not stated) | 22 | -2 | 7 | 4 | -1 | 12 | -11 | 5 | 6
Cc1ccc(/C=C/C(=O)N2CCN(S(=O)(=O)c3c(C)c(C)cc(C)c3C)CC2)o1 | -13 | 1 | 12 | -1 | 0 | -7 | -2 | 4 | -3
C/C(Cn1nc([N+](=O)[O-])cc1C)=N\NC(=O)COc1ccccc1[N+](=O)[O-] | 5 | 2 | 5 | 5 | 8 | -3 | 14 | 3 | 1
Cc1ccc2nc(-c3ccncc3)[nH]c2c1 | 1 | 1 | 2 | 4 | -2 | 1 | -3 | 0 | 2
CCC(=O)NNC(=O)c1cc(COc2cc(Cl)cc(Cl)c2)on1 | -4 | 0 | 2 | -1 | -4 | -12 | -2 | 1 | -5
Cc1cc(NC(=O)C(C)SCC(=O)N(Cc2ccccc2)c2ccccc2)no1 (configuration not stated) | -7 | -3 | -6 | 2 | 4 | 11 | -2 | 4 | 3
COc1ccc(O)c(C(=O)c2cnc3c(c2)c(C)nn3C)c1 | 11 | 2 | 11 | 6 | -2 | 7 | -4 | 2 | 0
S=C1NCN(Cc2cccnc2)CN1Cc1ccccc1 | -3 | 0 | -1 | -7 | 2 | 4 | -3 | -3 | 1
O=S(=O)(Nc1nc2ccccc2nc1N1CCN(CCO)CC1)c1cc(F)ccc1F | 22 | 2 | 16 | -4 | 1 | 3 | / | -5 | -1
CCCCOC(=O)c1ccc(Nc2ccc([N+](=O)[O-])cn2)cc1 | -3 | -1 | -1 | -1 | 1 | 1 | 8 | 3 | 1
CCN(CC)c1cc(Cl)c2nonc2c1N | 5 | 2 | 16 | 6 | -2 | 3 | 18 | 2 | 3

Retrieved by compound from the list above, 6 records:
SMILES | PREPL inh | LYPLA1 counter | ZTA DNA inh | LYPLA2 inh | PAFAH2 FP inh | PAFAH1B3 inh | EBNA-1 inhibitor | pPAFAH inh | PAFAH1B2 FP inh
C/C(Cn1nc([N+](=O)[O-])cc1C)=N\NC(=O)COc1ccccc1[N+](=O)[O-] | 5 | 2 | 5 | 5 | 8 | -3 | 14 | 3 | 1
CCC(=O)NNC(=O)c1cc(COc2cc(Cl)cc(Cl)c2)on1 | -4 | 0 | 2 | -1 | -4 | -12 | -2 | 1 | -5
CCCCOC(=O)c1ccc(Nc2ccc([N+](=O)[O-])cn2)cc1 | -3 | -1 | -1 | -1 | 1 | 1 | 8 | 3 | 1
CCN(CC)c1cc(Cl)c2nonc2c1N | 5 | 2 | 16 | 6 | -2 | 3 | 18 | 2 | 3
O=S(=O)(/N=C(/NS(=O)(=O)c1ccccc1)c1ccccc1)c1ccccc1 | 2 | 0 | -23 | 5 | 1 | 4 | 0 | 1 | 28*
COc1ccc(O)c(C(=O)c2cnc3c(c2)c(C)nn3C)c1 | 11 | 2 | 11 | 6 | -2 | 7 | -4 | 2 | 0

Returning to the listing; the 2 compounds before the break are reprinted first.
SMILES | PREPL inh | LYPLA1 counter | ZTA DNA inh | LYPLA2 inh | PAFAH2 FP inh | PAFAH1B3 inh | EBNA-1 inhibitor | pPAFAH inh | PAFAH1B2 FP inh
CCCCOC(=O)c1ccc(Nc2ccc([N+](=O)[O-])cn2)cc1 | -3 | -1 | -1 | -1 | 1 | 1 | 8 | 3 | 1
CCN(CC)c1cc(Cl)c2nonc2c1N | 5 | 2 | 16 | 6 | -2 | 3 | 18 | 2 | 3
Cc1cc(C)c2nc(N3CCN(C)CC3)c(C#N)cc2c1 | 10 | 0 | -3 | 5 | 3 | 5 | 0 | 6 | 2
CC(C(=O)Nc1sccc1C(N)=O)N1C(=O)C2CC=CCC2C1=O (configuration not stated) | 1 | 1 | -4 | 8 | -2 | 9 | 6 | 3 | 2
O=C(c1ccccc1)N(Cc1ccc(F)cc1)C1CCS(=O)(=O)C1 (configuration not stated) | 11 | 1 | 10 | 4 | -8 | -1 | 11 | 1 | 0
Oc1ccccc1C(Nc1nccs1)c1ccc2cccnc2c1O (configuration not stated) | -9 | -1 | -2 | -9 | 1 | 4 | -11 | 5 | 2
Cc1ccc(Nc2nc(CSc3n[nH]c(N)n3)cs2)cc1 | 4 | 3 | 2 | 6 | 7 | 7 | 13 | 6 | 6
COc1ccccc1CNC(=O)COC(=O)c1ccc(C)s1 | 3 | 2 | -16 | 9 | 75* | 3 | / | 21 | 4
COC(=O)Cc1cn(-c2ncc(C(F)(F)F)cc2Cl)c2ccccc12 | -12 | -4 | 11 | 2 | -1 | -11 | -3 | 2 | 1
Cc1ccc(-c2nn(Cc3ccccc3)cc2C(=O)N2CCN(c3ccccn3)CC2)cc1 | 26 | -2 | -26 | 1 | 0 | 8 | / | 2 | 1
NC(=O)N/N=C/c1ccccc1OC(=O)c1cc2ccccc2oc1=O | 7 | 1 | -2 | 4 | 3 | 4 | -9 | 3 | 3
Cc1ccc(NC(=O)c2ccc3snnc3c2)cc1C | 3 | -3 | 2 | -5 | 0 | 3 | -4 | 4 | 2
O=C(NCC(=O)N1CCN(S(=O)(=O)c2ccccc2C(F)(F)F)CC1)c1sc2ccccc2c1Cl | 6 | 3 | -1 | 6 | -10 | -1 | 0 | 0 | -1
CC(C)c1nnc(NC(=O)CN2C(=O)c3ccccc3C2=O)s1 | -4 | 2 | 19 | -4 | 2 | -1 | -8 | 3 | 2
CCOC(=O)c1nc2nc(C)c(Cl)c(=O)n2[nH]1 | -2 | -1 | 4 | -1 | -3 | -3 | 6 | -1 | 2
COc1cccc(CN2CCN(S(=O)(=O)c3ccc(Cl)s3)CC2)c1 | 10 | -2 | 0 | -5 | 0 | 0 | -10 | -4 | 6
COc1ccc(Oc2ncccc2[N+](=O)[O-])cc1 | -1 | 0 | -5 | -2 | -3 | 2 | 0 | 4 | 5
COc1ccccc1-c1ccc(SCc2cccc(C)c2)nn1 | 12 | 1 | -7 | 1 | 10 | 8 | 1 | 10 | 1
O=C(NCc1cc(C(F)(F)F)cc(C(F)(F)F)c1)C1CC(c2ccccc2F)=NO1 (configuration not stated) | 4 | -3 | -5 | -2 | 7 | 7 | -9 | 7 | 10
CCOc1cc(CNn2cnnc2)cc(Br)c1OCC(=O)NC1CCCCC1 | 15 | -5 | 3 | 4 | 2 | -1 | -4 | -3 | -3
C#CCNC(=O)C1=C[C@@H](C2CCCCC2)[C@H](CCCO)[C@@H](OCC)O1 | 11 | 0 | 3 | 3 | -1 | 1 | 11 | 6 | 7
CCCCN(CC)S(=O)(=O)c1ccc(C(=O)N(CCCN(C)C)c2nc3cc(C)cc(C)c3s2)cc1 | 5 | -3 | 6 | 0 | 0 | 5 | 6 | 2 | 4
COc1cc(C2C(C#N)=C(N)OC3=C2C(=O)CC(C)(C)C3)cc([N+](=O)[O-])c1O (configuration not stated) | 13 | 1 | -6 | -6 | -2 | 10 | -8 | 0 | 2
O=C(c1ccc(Br)cc1)N1CCC2(CC1)NCCc1[nH]cnc12 | 7 | -1 | -15 | 5 | -3 | 2 | 11 | 3 | 4
O=C(CN1C(=O)/C(=C\c2ccccc2Br)Oc2ccccc21)NCCCN1CCOCC1 | 5 | -5 | 14 | -9 | 8 | 6 | 15 | 11 | -1
CCOc1ccc(C(=O)CCC(=O)Nc2ncccc2O)cc1 | 2 | 0 | 1 | 6 | 4 | 2 | 10 | 15 | 2
O=C(c1ccncc1)N1N=C2CCCCCC2C1(O)C(F)(F)F (configuration not stated) | 5 | -1 | -4 | -3 | 10 | 9 | -7 | 0 | 10
CCC(C)N(C(=O)COc1ccc(NC(C)=O)cc1)C1CCS(=O)(=O)C1 (configuration not stated) | -3 | -1 | -6 | -2 | -1 | 8 | -3 | 0 | 6
COc1ccc(S(=O)(=O)N2CCC(n3cnc4ccccc43)CC2)cc1 | -14 | 0 | -4 | 1 | -6 | 4 | -13 | 5 | 2
O=C(CNCC1CCCCC1)Nc1ccc(N2CCCCC2)cc1 | 8 | -4 | -1 | -2 | / | / | 3 | 9 | /
N#Cc1ccccc1OCc1nnc(-c2ccccc2Br)o1 | -1 | -7 | -5 | 1 | 3 | -5 | -13 | 2 | 5
Clc1ccc(-c2cc(CSc3ccccc3)on2)cc1 | -18 | -3 | -3 | -5 | -5 | 4 | 1 | 3 | 13
O=C(Cn1c(=O)oc2cc(S(=O)(=O)N3CCCCCC3)ccc21)NC1CCCCC1 | -2 | 0 | 5 | 8 | 3 | -1 | 7 | 3 | 7
CCOc1cc(S(=O)(=O)NCCc2ccc(OC)c(OC)c2)c(OCC)cc1-n1cnnn1 | 7 | 0 | -2 | 2 | 3 | 2 | 0 | -1 | 4
O=C(NCCc1ccccc1)C1CCC(=O)N(Cc2ccc(Cl)cc2)C1 (configuration not stated) | 8 | -4 | -4 | 6 | -5 | 4 | 1 | 1 | 3
Cc1cc(NC(=O)CN2C(=O)NC(C)(c3ccc(OC(F)F)cc3)C2=O)no1 (configuration not stated) | 18 | 1 | -18 | 0 | 3 | -2 | -6 | 0 | 3
COc1ccc(S(=O)(=O)c2nnn(-c3cccc(Cl)c3)c2N)cc1 | -30 | -1 | -9 | -3 | 8 | -1 | -12 | -2 | -2
CN1C(=O)c2cccc3c(S(=O)(=O)Nc4ccccn4)ccc1c23 | -1 | -2 | -3 | 1 | -2 | -4 | -8 | -5 | -6
COc1ccc(N2CS(=O)CC2=O)cc1 (configuration not stated) | 7 | 1 | 1 | -2 | 0 | 43* | -9 | 1 | 3
O=C1C=C(c2ccc(Oc3ccccc3)cc2)C[C@@H](c2ccc(Cl)cc2)C1 | 5 | -3 | 4 | -2 | 0 | 7 | / | 0 | 8
O=C(NCC1CCCO1)c1cnc(Cl)c(Cl)c1 (configuration not stated) | 4 | 3 | -1 | -2 | -6 | 7 | -3 | 2 | 3

This is a subset. The share of hits here may be higher or lower than overall.
